Screens from PubChem.
AddAB inh = less growth of phage-infected E. coli with AddAB; E. coli expressing H. pylori AddAB, absorbance growth; 330,000 compounds, 0.29% hits; inhibition, % at 11.9 µM; in the data active = inhibition above about 12%;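 note: 0% = vehicle wells of infected cells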
OPRM1-OPRD1 inv = inverse agonist of human OPRM1-OPRD1 heterodimerization. P35372+P41143. cell-based MOR-DOR heterodimer luminescence, inverse agonism. inhibition, % at 9.3 µM. 340,000 compounds, 0.21% hits. AID 504357; in the data active = inhibition above about 22%, passing the limit was not always enough;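 note: 0% = cells with DMSO and 100% = wells without cells with DMSO; values of inactives mirror those of a sister screen read the other way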
HTR5A inv ag = HTR5A inverse agonism, opioid heterodimer counter-screen; AID 504634; HTR5A cell line, luminescence; inhibition, % at 9.3 µM; 340,000 compounds, 0.083% hits; P47898; in the data active = inhibition mostly above about 23%, no sharp cut-off; inactive = mostly below about 18%;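 note: 0% = cells with DMSO and 100% = no-cell wells with DMSO; some compounds called inactive have numbers as strong as hits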
Target sequence (P47898 whole entry, looked up): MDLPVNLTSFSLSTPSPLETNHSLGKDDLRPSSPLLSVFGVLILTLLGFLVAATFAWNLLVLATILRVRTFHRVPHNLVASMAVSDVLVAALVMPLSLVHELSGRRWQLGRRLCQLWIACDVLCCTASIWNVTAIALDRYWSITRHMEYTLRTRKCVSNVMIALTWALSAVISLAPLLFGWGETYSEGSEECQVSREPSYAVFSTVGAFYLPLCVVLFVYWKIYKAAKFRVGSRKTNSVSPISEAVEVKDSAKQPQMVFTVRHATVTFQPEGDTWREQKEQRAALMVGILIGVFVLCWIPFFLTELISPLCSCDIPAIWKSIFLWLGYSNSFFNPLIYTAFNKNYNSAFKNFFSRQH
PfHsp90 yeast 2 = reduces growth (ATP signal) of yeast expressing P. falciparum Hsp90 | S. cerevisiae expressing PfHsp90, BacTiter-Glo ATP, 48 h; yeast lacking PDR1 and PDR3 efflux regulators | inhibition, % at 9.4 µM | 310,000 compounds, 0.32% hits | AID 504621;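 active = every replicate shows inhibition above about 80%, whatever the replicate mean, limit read from the data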;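 note: 0% = DMSO neutral controls and 100% = 20 µM radicicol positive controls; yeast relying on Plasmodium falciparum Hsp90 in place of its own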
phage Ecoli inh = E. coli growth loss with phage present; growth absorbance; inhibition, % at 11.9 µM; 360,000 compounds, 0.26% hits; AID 651602; in the data active = inhibition above about 11%
PKA-R1A activ = activators of PKA-R1A complex; activation, % at 11.4 µM; 340,000 compounds, 0.083% hits; P00514+P68181; AID 504707; PKA-R1A dissociation, Cy5-IP20 fluorescence polarization; scaled: DMSO 0%, 113 µM cGMP 100%;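 active = percent activation above the mean of all tested compounds plus 3 SD, cut at about 19% in these data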;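 note: higher means more PKAc released from R1A so a rise in polarization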
OPRM1-OPRD1 ag = OPRM1-OPRD1 heterodimerization agonism. P35372+P41143. cells, luminescence. activation, % at 9.3 µM. 340,000 compounds, 0.3% hits; in the data active = activation above about 18%;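 note: 0% = vehicle-treated cells and 100% = reference agonist; values of inactives mirror those of a sister screen read the other way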
HTR5A ag = activates human HTR5A in OPRM1-OPRD1 agonist counter-screen | P47898 | HTR5A agonist assay, luminescence, cell-based | activation, % at 9.3 µM | 340,000 compounds, 0.61% hits | AID 504692; in the data active = activation mostly above about 9.5%, no sharp cut-off; inactive = mostly below about 7.6%;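 note: 0% = cells with vehicle only and 100% = reference agonist; strong numbers were not always called active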
Ecoli viability = bacterial growth inhibition, counter-screen for AddAB inhibitors. E. coli V3065 growth, OD600 absorbance, 18 h. inhibition, % at 11.9 µM. 330,000 compounds, 0.27% hits;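 active = inhibition above the campaign's mean inhibition across all tested compounds plus 3 SD, cut at about 9.9% in these data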;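 note: uninfected addAB+ strain grown without phage in ampicillin broth; 0% = DMSO wells and 100% = ciprofloxacin 0.95 µg/ml wells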
Pemphigus Ab inh = inhibitors of pemphigus antibody binding to human desmoglein-3; DSG3-coupled beads, scFv-anti-DSG3-GFP binding, flow cytometry; hits give low values; binding (percent of control), % at 10 µM; 310,000 compounds, 0.48% hits;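 active = binding more than 3 SD below its plate's average and above zero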;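 note: hits lower antibody fragment binding to DSG3; some compounds called inactive have numbers as strong as hits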
Mot1-301 SUMO = SUMOylation pathway inhibition by Mot1-301 growth rescue; S. cerevisiae Mot1-301 growth rescue, ATP luminescence, 38.5C; percent above DMSO median, 100 means doubled; growth rescue, % at 18.8 µM; 320,000 compounds, 1% hits; AID 2716;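 active = every valid replicate shows activation above 250% relative to neutral control wells; inactive = the rest, any valid replicate at or below 250%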;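 note: OY570 slx delta 5 strain wells were the positive control but not used for scaling; some compounds called inactive have numbers as strong as hits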
The depositor's hits bear a star; x = not tested or not shown.

1	OC(COc1ccc(Br)cc1)CN1CCCC1 (configuration not stated)
2	COc1ccc(N2CCN(S(=O)(=O)c3ccc(-c4cnc(C5CC5)o4)cc3)CC2)cc1
3	O=C1Nc2c(Br)cc(Br)c3cccc1c23
4	O=C1CCCc2oc3ccc(NS(=O)(=O)c4cccc5cccnc45)cc3c21
5	COc1ccccc1C(=O)NCCC(=O)NCC1CCCO1 (configuration not stated)
6	CC(C)NC(=O)c1ccc2c(=O)n(Cc3ccco3)c(=S)[nH]c2c1
7	Cc1ccccc1OCCCCCCN1CCNCC1
8	CC(NC(=O)c1cccc(OC2CCN(C3CCN(C)CC3)CC2)c1)c1ccccc1 (configuration not stated)
9	O=C(CSc1nnc(-c2ccc(O)cc2)n1Cc1ccco1)N1CCc2ccccc2C1
10	Nn1c(SCC(=O)NCCc2ccc(S(N)(=O)=O)cc2)nnc1C1CCCCC1

Assay by compound | 1 | 2 | 3 | 4 | 5 | 6 | 7 | 8 | 9 | 10
AddAB inh | 1.5 | 0.1 | 3.3 | 0.9 | -0.9 | 2.1 | 1.1 | 0.3 | -1.0 | -0.5
OPRM1-OPRD1 inv | 20 | 16 | -17 | 6 | 7 | 2 | 5 | 12 | -2 | 19
HTR5A inv ag | 14 | -6 | 8 | 11 | -14 | -5 | 0 | -7 | -9 | -5
PfHsp90 yeast 2 | -9 | -1 | -35 | 0 | 13 | -12 | 6 | 10 | x | 12
phage Ecoli inh | 1.3 | x | 3.1 | 0.8 | 3.5 | 3.0 | 0.6 | 0.9 | 1.2 | 0.1
PKA-R1A activ | -5 | -8 | 6 | 0 | 3 | 1 | -2 | -6 | 4 | 4
OPRM1-OPRD1 ag | -4.0 | -3.1 | 3.5 | -1.3 | -1.8 | -0.3 | -0.9 | -2.3 | 0.5 | -5.0
HTR5A ag | -1 | 1 | -3 | -4 | 5 | -2 | 8 | 0 | 3 | -4
Ecoli viability | -0.5 | 0.5 | 1.0 | -1.1 | -0.7 | -1.8 | -3.5 | -1.3 | 0.0 | 0.3
Pemphigus Ab inh | 100 | 95 | 105 | 102 | 103 | 87 | 101 | 96 | 91 | x
Mot1-301 SUMO | -1 | 7 | 31 | 217 | -1 | 1 | 167 | -3 | 7 | 3

11	O=C(NCCCN1CCN(Cc2ccccc2)CC1)C1CCN(S(=O)(=O)N2CCCC2)CC1
12	O=C(COc1ncnc2c(Cl)cc(Cl)cc12)Nc1cc([N+](=O)[O-])ccc1Cl
13	COc1cc(C#Cc2c(-c3cncn3C)n(C)c3ccc(-c4ccc(OC)c(OC)c4)cc23)cc(OC)c1
14	COc1ccccc1C(=O)NC(CCSC)C(=O)NCC(c1cccs1)N1CCOCC1 (configuration not stated)
15	CCCCNC(=O)C1CCN(S(=O)(=O)c2ccc3c(c2)CC(C)N3C(=O)C2CC2)CC1 (configuration not stated)
16	CCOC(=O)CSc1nc(=O)n2cccc(C)c2n1
17	COc1cc(OC)c(S(=O)(=O)Nc2ccccc2N2CCOCC2)cc1NC(C)=O
18	CCN1CCc2c(sc(NC(=O)c3ccc(S(=O)(=O)N(CC)c4ccccc4)cc3)c2C(N)=O)C1
19	CCOC(=O)Cc1csc(CC(N)=O)n1
20	CC12CCC(C(=O)N3CCCCCC3)(OC1=O)C2(C)C (configuration not stated)

Assay by compound | 11 | 12 | 13 | 14 | 15 | 16 | 17 | 18 | 19 | 20
AddAB inh | -1.1 | 6.2 | 1.5 | 2.2 | 0.2 | 0.5 | 3.4 | -1.8 | -0.8 | 1.6
OPRM1-OPRD1 inv | -10 | 0 | -9 | 9 | 0 | x | 12 | 1 | -6 | 9
HTR5A inv ag | 4 | -7 | -38 | 4 | 8 | x | 2 | 3 | -1 | 6
PfHsp90 yeast 2 | -1 | 2 | -1 | -4 | 13 | 8 | 12 | -20 | -8 | -11
phage Ecoli inh | 2.3 | 0.8 | -0.3 | 5.3 | 1.1 | 2.7 | 1.2 | 1.7 | 2.5 | 2.2
PKA-R1A activ | -4 | -2 | -1 | -8 | 1 | x | -16 | 11 | -2 | -7
OPRM1-OPRD1 ag | 1.7 | -0.1 | 1.5 | -1.3 | 0.0 | x | -2.3 | -0.1 | 1.2 | -2.3
HTR5A ag | 1 | 0 | 14 | -1 | -3 | x | -4 | -1 | -1 | -1
Ecoli viability | -1.9 | 0.8 | 1.0 | 1.1 | 0.9 | -1.5 | 0.7 | 1.9 | 1.3 | -1.8
Pemphigus Ab inh | 111 | 94 | 108 | 103 | 103 | 98 | 107 | x | 117 | 108
Mot1-301 SUMO | -11 | -5 | 12 | 25 | 8 | 7 | 1 | -6 | -2 | -1

21	CCN(CC)CCCN(C(=O)c1cccc(C)c1)c1nc(-c2ccc(OC)cc2)cs1
22	CC1=C(C#N)S(=O)(=O)C(C#N)C(c2ccccc2)C1 (configuration not stated)
23	CCN1C(=O)[C@H]2[C@H]3CN=C(SCc4ccc(C(=O)OC)cc4)N3[C@@](C)(C(=O)OC)[C@H]2C1=O
24	Cc1ccc(Nc2cnn(C34CC5CC(CC(CC(=O)O)(C5)C3)C4)c(=O)c2Cl)cc1
25	COc1ccc(-n2cnnc2SCC(=O)Nc2ccc(N3CCOCC3)cc2)cc1
26	Nc1ccc(CCC(=O)N2CCCC2)cc1
27	N#Cc1c(N2CCN(c3ccc(F)cc3)CC2)nc(N)c2c(N)nc3c(c12)CC(=O)N3C1CC1
28	CCOC(CNc1cc(C)nc2c(-c3ccccc3OC)c(C)nn12)OCC
29	CCCNC(=O)CCn1nc(-c2ccc(Cl)cc2)c2ccccc2c1=O
30	CCc1cccc(NS(=O)(=O)c2c(C)nc3scc(C)n3c2=O)c1

Assay by compound | 21 | 22 | 23 | 24 | 25 | 26 | 27 | 28 | 29 | 30
AddAB inh | -0.7 | 3.5 | 1.2 | 5.0 | 5.2 | x | x | -1.2 | -0.7 | 2.9
OPRM1-OPRD1 inv | 5 | x | 14 | 19 | 13 | -3 | -17 | 7 | 11 | 5
HTR5A inv ag | -4 | x | 9 | -2 | 0 | -2 | 16 | -10 | 8 | -4
PfHsp90 yeast 2 | -15 | x | 3 | 2 | 4 | -6 | 22 | 42 | 5 | 8
phage Ecoli inh | 0.1 | 0.8 | 0.5 | -0.1 | 1.5 | 1.6 | 2.0 | 0.8 | 3.0 | 1.5
PKA-R1A activ | -11 | x | -5 | -20 | -8 | 1 | 0 | -3 | 0 | -2
OPRM1-OPRD1 ag | -1.0 | x | -2.9 | -3.2 | -2.3 | 0.7 | 3.5 | -1.5 | -2.1 | -0.9
HTR5A ag | 1 | x | -3 | 6 | 0 | 1 | 6 | 3 | 1 | 1
Ecoli viability | -0.4 | 0.3 | 2.3 | -0.4 | 2.3 | x | x | 1.4 | 3.7 | -0.6
Pemphigus Ab inh | 120 | 97 | 98 | 121 | 93 | 69 | 89 | 96 | 80* | 90
Mot1-301 SUMO | -15 | 502* | x | -18 | -7 | 3 | x | 3 | 11 | -9

Whole records from above. Screens in order: AddAB inh	OPRM1-OPRD1 inv	HTR5A inv ag	PfHsp90 yeast 2	phage Ecoli inh	PKA-R1A activ	OPRM1-OPRD1 ag	HTR5A ag	Ecoli viability	Pemphigus Ab inh	Mot1-301 SUMO
CCOC(=O)CSc1nc(=O)n2cccc(C)c2n1 across the screens: 0.5	x	x	8	2.7	x	x	x	-1.5	98	7
COc1ccccc1C(=O)NC(CCSC)C(=O)NCC(c1cccs1)N1CCOCC1 (configuration not stated) across the screens: 2.2	9	4	-4	5.3	-8	-1.3	-1	1.1	103	25
CCN1C(=O)[C@H]2[C@H]3CN=C(SCc4ccc(C(=O)OC)cc4)N3[C@@](C)(C(=O)OC)[C@H]2C1=O across the screens: 1.2	14	9	3	0.5	-5	-2.9	-3	2.3	98	x

Next section.
Value order: AddAB inh | OPRM1-OPRD1 inv | HTR5A inv ag | PfHsp90 yeast 2 | phage Ecoli inh | PKA-R1A activ | OPRM1-OPRD1 ag | HTR5A ag | Ecoli viability | Pemphigus Ab inh | Mot1-301 SUMO
31: CN(C)S(=O)(=O)c1cccc(-n2sc3ccccc3c2=O)c1
  -0.2 | 4 | -13 | 5 | 1.7 | -8 | -0.6 | 5 | -1.3 | 29* | -5
32: CC(=O)Nc1ccc(N=NC2C(=O)N(C(N)=S)N=C2C)cc1 (configuration not stated)
  2.6 | 16 | 12 | 2 | 1.5 | -7 | -3.3 | -1 | 1.2 | 100 | -3
33: COc1cccc2c(=O)c(C(=O)NCc3cccs3)c[nH]c12
  4.3 | -17 | -6 | x | 2.0 | -13 | 3.0 | 0 | 2.1 | 106 | x
34: O=C(O)c1cccc(-c2nc3ccccc3[nH]2)c1
  -0.7 | -5 | -37 | 4 | 2.7 | 5 | 0.9 | 11 | -1.7 | 105 | -2
35: CCOc1ccc(S(=O)(=O)N2CCN(C(=O)c3ccc(Cl)c(S(=O)(=O)N4CCOCC4)c3)CC2)cc1
  x | -2 | -6 | -16 | -2.0 | -7 | 0.4 | 2 | x | 94 | x
36: COCCn1c(SCC(=O)Nc2cc(C)on2)nc2c(c1=O)SCC2
  4.7 | 2 | 16 | -35 | 0.6 | -15 | -0.5 | -6 | 2.2 | 109 | -16
37: CCOC(=O)C1CCCN(Cc2ccc(OCc3ccccc3)cc2)C1 (configuration not stated)
  0.5 | -10 | 26 | 13 | 0.9 | -6 | 1.8 | 6 | 2.3 | 111 | 114
38: O=C(COc1ccccc1/C=C1\SC(=O)NC1=O)Nc1ccccc1
  -1.1 | 15 | 8 | -18 | 4.8 | 4 | -3.1 | 4 | 1.3 | 83 | 4
39: Cc1ccc(C)c(NC(=O)CN(C)C(=O)c2cc(-c3cccs3)nn2-c2ccccc2)c1
  3.4 | 5 | -13 | -8 | -0.6 | -2 | -1.0 | -2 | -1.3 | x | -10
40: O=C(NCCc1csc(-c2cccc(F)c2)n1)c1ccco1
  1.3 | 16 | -11 | 0 | -0.6 | 7 | -3.3 | 3 | -1.2 | 111 | 32
41: O=[N+]([O-])c1cccc(C=NN=C2c3ccccc3-c3ccccc32)c1
  x | 8 | -17 | 0 | 2.7 | -3 | -1.9 | 4 | x | 102 | x
42: CN(Cc1ccccc1F)Cc1cc(=O)oc2cc(O)c(Cl)cc12
  0.1 | -5 | -8 | -6 | 0.4 | -3 | 0.7 | 3 | -1.2 | x | 11
43: Cc1cc(NC(=O)CN(C)C)c([N+](=O)[O-])cc1C
  0.2 | -6 | -13 | -27 | 3.8 | -10 | 1.1 | 1 | 1.4 | 103 | 35
44: COc1cccc(OCC(O)CN2CCN(c3ccc(Cl)cc3)CC2)c1 (configuration not stated)
  0.2 | 11 | 6 | -1 | 1.5 | -4 | -2.5 | -2 | 0.8 | 114 | -14
45: COc1ccc(/C=C(\C#N)C(=O)N2CCOCC2)cc1Br
  -1.0 | 15 | -12 | -18 | 3.4 | -6 | -2.7 | 2 | -1.0 | 113 | x
46: Cc1cc(C)nc(NC2=NCC(=O)N2c2ccc3c(c2)OCCO3)n1
  0.2 | -6 | 4 | 10 | 0.8 | 1 | 0.9 | -2 | -0.4 | 89 | -13
